Screens from PubChem BioAssay.
UHRF1 binding = blocks human UHRF1 binding to methylated DNA. Q96T88. UHRF1 binding to methylated oligo, TR-FRET. inhibition, % at 4.4 µM. 370,000 tested, 0.75% active. AID 687016; in the data active = inhibition above about 21%;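 note: UHRF1 SRA domain binding a hemimethylated CpG hairpin DNA probe; 0% = median of test compound wells and 100% = reference inhibitor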
PG9 Ab binder = PG9 antibody binding by small molecule; TR-FRET gp120-PG9 antibody binding; inhibition, % at 6.7 µM; 360,000 tested, 0.43% active; AID 624416; in the data active = inhibition above about 8.5%
Tn7 DDE FP = inhibitors of Tn7 peptide binding to human fibrin DD(E); inhibition, % at 8.3 µM; FP displacement of FITC-Tn7 peptide from fibrin DD(E); 0% = median of compound wells per plate; P02675; 370,000 tested, 0.13% active;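 active = inhibition above the mean of compounds falling within the control limits plus 3 SD of them, cut at about 14% in these data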;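 note: 0% = plate median of compound wells and 100% = 10 µM Aha-Tn7 peptide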
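Also added: labelled Tn7 tracer, 0.1 µM; Assay system: human fibrin DD(E) protein; Amount: 2 µM fibrin DD(E); Schedule: 10 min compound pre-incubation, 3 h probe incubation at room temperature; Repeats: one replicate per compound; Read-out basis: percent inhibition; Measured by: fluorescence polarization of the labelled Tn7 tracer.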
SIAE primary = human SIAE inhibition, primary screen; Q9HAT2; SIAE FP-Rh probe binding, fluorescence polarization; inhibition, % at 9.66 µM; 370,000 tested, 0.69% active; AID 1053197;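 active = inhibition above a cutoff: mean of compounds within the control limits plus 3 SD of those, cut at about 17% in these data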;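 note: 0% = plate median of compound wells and 100% = probe without SIAE protein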
TDP2 inh = blocks human TDP2 phosphodiesterase activity; O95551; recombinant TDP2, T5PNP hydrolysis, p-nitrophenol absorbance 415 nm; inhibition, % at 12.8 µM; 370,000 tested, 0.34% active;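 active = inhibition above the mean of all tested compounds plus 3 SD, set per campaign, cut at about 25% in these data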;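 note: 0% = DMSO with enzyme and 100% = buffer with substrate but no TDP2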
Target sequence (O95551 whole entry, looked up): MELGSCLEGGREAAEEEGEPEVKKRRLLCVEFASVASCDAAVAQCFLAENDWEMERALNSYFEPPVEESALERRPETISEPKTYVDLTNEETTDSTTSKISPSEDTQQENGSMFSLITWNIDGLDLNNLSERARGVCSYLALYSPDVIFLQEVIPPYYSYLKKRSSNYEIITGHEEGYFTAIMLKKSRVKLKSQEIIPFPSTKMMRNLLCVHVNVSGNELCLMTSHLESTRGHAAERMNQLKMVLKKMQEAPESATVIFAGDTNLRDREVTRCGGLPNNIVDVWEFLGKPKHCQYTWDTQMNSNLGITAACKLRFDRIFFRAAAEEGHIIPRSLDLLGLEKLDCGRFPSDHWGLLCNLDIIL
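Material: recombinant human TDP2; quantity: TDP2 enzyme at 120 nM final; medium: Tris-HCl pH 7.5 with MgCl2; compound: single concentration, 12.8 µM nominal, with 1% DMSO; incubation: 2 h enzyme incubation at 37 °C; signal: epi absorbance; measure: percent inhibition; benchmarks: high control without enzyme, low control DMSO plus TDP2; repeats: singlicate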
HTRA1 inhibitor = inhibitors of human serine peptidase HTRA1; Q92743; AID 504803; 340,000 tested, 0.5% active; inhibition, % at 5.96 µM; recombinant HTRA1, FP-rhodamine activity-based probe, fluorescence polarization; in the data active = inhibition above about 36%;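 note: 0% = enzyme with DMSO and 100% = wells lacking enzyme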
mABHD4 FP = ABHD4 (mouse) inhibition, primary FP screen. Q8VD66. purified mABHD4, FP-Rh probe fluorescence polarization. inhibition, % at 8.92 µM. 370,000 tested, 0.54% active. AID 720543;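 active = inhibition exceeding the mean over every tested compound plus 3 SD, cut at about 30% in these data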;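 note: 0% = plate median of compound wells and 100% = S159A mutant with DMSO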
Target sequence (Q8VD66 whole entry, looked up): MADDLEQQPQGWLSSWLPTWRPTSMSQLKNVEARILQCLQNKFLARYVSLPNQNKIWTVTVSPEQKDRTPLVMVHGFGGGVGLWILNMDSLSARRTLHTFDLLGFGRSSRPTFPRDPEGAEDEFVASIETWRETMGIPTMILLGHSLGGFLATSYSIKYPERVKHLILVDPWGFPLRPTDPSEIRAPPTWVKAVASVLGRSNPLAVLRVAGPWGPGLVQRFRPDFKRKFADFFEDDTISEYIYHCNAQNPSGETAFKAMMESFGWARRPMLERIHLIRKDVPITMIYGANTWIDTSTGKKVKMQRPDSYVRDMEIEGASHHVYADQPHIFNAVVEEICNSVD
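Test system: mABHD4 protein; Read-out basis: % inhibition; Incubation: 45 min + 60 min at 25 °C; Repeats: single replicate; Technique: fluorescence polarization with parallel and perpendicular emission, 525/598 nm; Compound: 8.92 µM, single dose; Benchmarks: full inhibition S159A mutant plus DMSO, zero as sample-well median.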
TCR-CD3 inh = inhibitors of human TCR-CD3 interaction. TAMRA-labeled TCR probe fluorescence, biochemical. inhibition, % at 9.4 µM. 360,000 tested, 0.37% active; in the data active = inhibition above about 19%;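 note: recombinant mutant TCR 2C K166C tagged with TAMRA read by polarization; 0% = receptor in buffer alone and 100% = receptor with positive control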
LEDGF integ inh = blocks HIV-1 LEDGF/p75-dependent DNA integration | 370,000 tested, 0.64% active | AID 743269 | TR-FRET IN-LEDGF/p75 DNA integration, Eu/Cy5 | inhibition, % at 3.7 µM;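 active = inhibition above the screen-wide mean plus 3 SD, cut at about 13% in these data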;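 note: signal is the Cy5 over europium emission ratio at 671 and 618 nm; 0% = plate median of compound wells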
PRMT1 FP inh = PRMT1 (human) inhibition, primary screen | Q99873 | recombinant PRMT1, activity-based probe fluorescence polarization | inhibition, % at 2.79 µM | 370,000 tested, 1.3% active | AID 652257;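 active = inhibition above about 21% made by adding two undisclosed values, limit read from the data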
The depositor's hits bear a star; / = no result given. Compounds as they come, and some 4.2% of all compounds hit somewhere here.

SMILES	UHRF1 binding	PG9 Ab binder	Tn7 DDE FP	SIAE primary	TDP2 inh	HTRA1 inhibitor	mABHD4 FP	TCR-CD3 inh	LEDGF integ inh	PRMT1 FP inh
CCOc1ccccc1/C=C(/NC(=O)c1ccccc1)C(=O)N(CC)CC	-5	1.3	2	16	7	1	0	1	-1	0
O=C(Nn1cnnc1)C1CCCN1S(=O)(=O)c1ccc(F)cc1 (configuration not stated)	4	-1.8	0	-3	-1	4	3	-4	-2	1
COc1ccc(CC(=O)Nc2c(C(=O)N3CCN(c4ncccn4)CC3)oc3ccccc23)cc1OC	7	-3.0	-5	1	-2	2	-2	-14	0	0
CCOc1ccc(NC(=O)C2CCCN2C(=O)Oc2ccccc2)cc1 (configuration not stated)	-1	-1.9	-9	4	-6	1	-7	5	4	-4
O=C(NCc1n[nH]c(=S)n1-c1cccc(Cl)c1)c1ccc(S(=O)(=O)N2CCCCC2)cc1	-1	0.5	5	6	7	-3	-2	6	2	-1
Cc1ccc(S(=O)(=O)N(C)C)cc1NC(=S)N(C)C1CCN(C)CC1	-1	-2.4	-2	2	1	1	-8	3	2	-1
O=C1[C@H]2[C@@H](c3ccccc3)N[C@]3(CCCN(Cc4ccc(Cl)cc4)C3=O)[C@H]2C(=O)N1Cc1ccccc1	-2	-0.4	9	-2	3	-61	-4	7	-9	-1
CCC(CC)c1nnc(NC(=O)CCNC(=O)c2ccccc2Cl)s1	0	0.0	1	-9	-11	8	2	9	-2	2
NC(=O)c1ccccc1NC(=O)CCCN1C(=O)CCC1=O	1	-0.4	8	-2	7	12	1	2	0	-3
Cn1ncc(Cl)c1C(=O)N1CCN(S(=O)(=O)c2ccc(F)cc2)CC1	2	1.1	-3	-3	-2	4	9	2	2	5
Cc1cc(C(F)(F)F)n(-c2ccc(N)cc2)n1	-1	-1.1	-6	-6	7	6	-2	0	-2	-1
CC(C)n1c(=S)[nH]c2ccccc2c1=O	1	-0.8	9	-4	-8	-3	1	4	0	2
Cc1cccc(-n2nc3c(c2NC(=O)C2CC2)CS(=O)(=O)C3)c1C	-4	-1.4	7	1	15	0	1	2	5	-3
CN(CC(=O)Nc1ccc(C#N)cc1)Cc1ccc(Cl)cc1Cl	-2	-3.5	-1	8	6	-21	-16	-1	3	-3
Cc1cccc(NC(=O)c2cccc(OC(=S)N3CCOCC3)c2)c1C	1	-2.1	-6	-9	-10	0	-8	-9	6	-3
Cc1ccc(S(=O)(=O)Nc2cccc(-c3ccc4nnc(C)n4n3)c2)s1	1	-1.8	-1	2	9	3	3	-3	0	2
COc1ccc(CC(NC(C)=O)C(=O)NC2CCN(c3nc(C)cc(C)c3C#N)CC2)c(OC)c1 (configuration not stated)	0	1.0	3	1	5	-7	-8	1	0	1
Cc1ccc(S(=O)(=O)N2CCOCC2)cc1NC(=O)COc1ccccc1Cc1ccccc1	0	1.5	-13	0	-3	-38	-11	9	0	-1
COc1ccc(C(=O)Nc2c(Cl)cc(Cl)cc2C(=O)NCCN2CCOCC2)cc1	2	0.5	9	-1	-4	-3	3	-4	-3	0
CCCSC1=N/C(=C\c2ccc3c(c2)OCO3)C(=O)S1	2	-2.8	-6	4	2	-12	3	5	-3	0
Cc1ccc(Cn2c(=O)c3ccccc3n3c(SCC(=O)N4CCCCC4C)nnc23)cc1 (configuration not stated)	1	-0.7	-6	2	3	3	2	1	1	-1
CC(C)C(CO)NC(=O)CC(=O)NC(CO)C(C)C (configuration not stated)	-1	-1.0	3	5	-1	10	-4	-4	-2	1
Cc1cc2nc(CO)[nH]c2cc1C	0	-1.0	-2	10	-3	1	4	-10	-2	3
Nc1ccccc1-c1nnc(-c2ccccc2N)n1N	3	-0.6	-6	-2	-18	-7	-9	-1	3	-2
Cc1cc(NC(=O)CSCC(=O)Nc2nc3c(C)cccc3s2)no1	4	-0.3	9	1	8	-23	-7	-3	3	0
(further entries)
SMILES	UHRF1 binding	PG9 Ab binder	Tn7 DDE FP	SIAE primary	TDP2 inh	HTRA1 inhibitor	mABHD4 FP	TCR-CD3 inh	LEDGF integ inh	PRMT1 FP inh
Cc1ccc(S(=O)(=O)N2CC(O)C[C@H]2C(=O)OCC(=O)Nc2ccc(N3CCOCC3)cc2)cc1C (some centres not stated)	-1	-0.3	7	7	2	4	-1	-11	-1	1
CC(=O)c1sc(NC(=O)c2cccc(C)c2)nc1C	3	2.8	3	-5	-3	-2	-12	-4	-2	4
CCOC(CNC(=O)c1cccn2c(=O)c3c(C)c(C)sc3nc12)OCC	1	1.6	1	-5	-8	1	-5	-3	-1	1
COc1ccccc1N1CCN(c2nccc(C)n2)CC1	-4	-1.3	-13	-1	2	1	6	5	-1	-3
COC(=O)CNC(=O)C1CCCN1C(=O)CNC(=O)OCc1ccccc1 (configuration not stated)	-1	-3.9	-1	7	-11	2	-5	5	1	-6
C=CCOn1c(-n2nc(C)cc2C)nc2ccccc2c1=O	-1	0.7	2	-6	7	6	-1	-6	1	-4
Cc1cc(C)cc(OC[C@@H](O)CN2CCC(C(O)(c3ccccc3)c3ccccc3)CC2)c1	-1	/	-2	2	1	/	10	/	1	-7
Cn1c(N)c(C(=O)c2cc(-c3ccccc3)nc3ccccc23)c(=O)n(C)c1=O	0	-1.5	3	1	-2	0	0	-2	0	1
Cc1cc(C)cc(NC(=O)C(c2ccccc2)N2CCCC2)c1 (configuration not stated)	3	-0.6	-1	2	-10	-2	1	4	6	1
C[C@@H]1COC(=O)[C@@H](Cc2ccc(F)cc2)C/C=C\C[C@H](CC(=O)N(CCO)Cc2ccccc2)C(=O)N1	0	-2.0	3	-1	-1	9	5	1	2	1
CC1(C(=O)N2CCC(CC3CC(c4cccc(Br)c4)=NO3)(C(=O)NCC3CCCCC3)CC2)CC1 (configuration not stated)	9	-2.1	-1	-8	-4	-49	-4	1	2	1
COc1ccc(Br)cc1/C=N/n1c(-c2ccccc2)n[nH]c1=S	2	0.7	0	-1	3	5	-3	1	2	-2
CC(C)CNS(=O)(=O)c1ccc(CCC(=O)Nc2ccc3c(c2)OCO3)cc1	-4	-3.0	1	4	-3	0	0	-1	1	-3
COc1ccccc1CNC(=O)CCCN1C(=O)COc2ccc(C)cc21	1	1.3	-1	-1	-7	0	-10	6	-4	0
N#Cc1c(F)cccc1NCc1cccnc1	-4	-1.3	-4	4	-6	2	-1	2	5	-3
C/C(N)=C(/C#N)C(=O)COC(=O)Cc1coc2ccc3ccccc3c12	3	0.0	1	-8	-2	-11	-6	-5	-3	4
Cc1ccc(S(=O)(=O)/C(C#N)=C/c2c(N3CCCCC3)nc3ccccn3c2=O)cc1	0	-0.5	0	-4	12	/	0	-1	-3	0
CCOC(=O)CC(=O)CSc1nc2c(cc1C#N)CCCCC2	-2	1.7	1	1	0	-5	12	0	2	6
Cc1ccc([N+](=O)[O-])c(OCCN2CCC(Cc3ccccc3)CC2)c1	3	-0.1	3	-1	-13	-12	4	8	8	-9

One compound at a time (already shown).
Shown for CCOC(CNC(=O)c1cccn2c(=O)c3c(C)c(C)sc3nc12)OCC = UHRF1 binding: 1; PG9 Ab binder: 1.6; Tn7 DDE FP: 1; SIAE primary: -5; TDP2 inh: -8; HTRA1 inhibitor: 1; mABHD4 FP: -5; TCR-CD3 inh: -3; LEDGF integ inh: -1; PRMT1 FP inh: 1
Shown for CC(C)CNS(=O)(=O)c1ccc(CCC(=O)Nc2ccc3c(c2)OCO3)cc1 = UHRF1 binding: -4; PG9 Ab binder: -3.0; Tn7 DDE FP: 1; SIAE primary: 4; TDP2 inh: -3; HTRA1 inhibitor: 0; mABHD4 FP: 0; TCR-CD3 inh: -1; LEDGF integ inh: 1; PRMT1 FP inh: -3

In a second layout: entries from further up
Cc1ccc(S(=O)(=O)N2CC(O)C[C@H]2C(=O)OCC(=O)Nc2ccc(N3CCOCC3)cc2)cc1C (some centres not stated)
  UHRF1 binding = -1
  PG9 Ab binder = -0.3
  Tn7 DDE FP = 7
  SIAE primary = 7
  TDP2 inh = 2
  HTRA1 inhibitor = 4
  mABHD4 FP = -1
  TCR-CD3 inh = -11
  LEDGF integ inh = -1
  PRMT1 FP inh = 1
CC(=O)c1sc(NC(=O)c2cccc(C)c2)nc1C
  UHRF1 binding = 3
  PG9 Ab binder = 2.8
  Tn7 DDE FP = 3
  SIAE primary = -5
  TDP2 inh = -3
  HTRA1 inhibitor = -2
  mABHD4 FP = -12
  TCR-CD3 inh = -4
  LEDGF integ inh = -2
  PRMT1 FP inh = 4
CCOC(CNC(=O)c1cccn2c(=O)c3c(C)c(C)sc3nc12)OCC
  UHRF1 binding = 1
  PG9 Ab binder = 1.6
  Tn7 DDE FP = 1
  SIAE primary = -5
  TDP2 inh = -8
  HTRA1 inhibitor = 1
  mABHD4 FP = -5
  TCR-CD3 inh = -3
  LEDGF integ inh = -1
  PRMT1 FP inh = 1
